# NCI-60 one-dose screen, 48 h, at 10 µM unless noted. Numbers give growth in % (100 = growth as untreated, 0 = no growth, -100 = all killed).
# SN12C – SN12C renal cancer cells; hit rate 3.8% among 81,000; AID 1794767
# TK-10 – TK-10 renal cancer cells; hit rate 3.9% among 81,000; AID 1794769
# IGROV1 – IGROV1 ovarian cancer | hit rate 4.7% among 79,000
# SK-OV-3 – SK-OV-3 ovarian cancer cells; hit rate 3.2% among 80,000; AID 1794785
# UO-31 – UO-31 renal cancer; hit rate 5.2% among 81,000; AID 1794768
# 786-0 – 786-0 renal cancer cells. hit rate 5.1% among 81,000. AID 1794775
# RXF 393 – RXF 393 renal cancer cells; hit rate 6.9% among 77,000; AID 1794773
# ACHN – ACHN renal cancer | AID 1794771 | hit rate 4.9% among 81,000
# Starred values were filed as active, the others as inactive; nt = no result given; & = joins results of further samples. Rule for the calls: active = growth percent below 10; inactive = the rest. Rows are unselected; any-hit rate near 9.6%.
SMILES,SN12C,TK-10,IGROV1,SK-OV-3,UO-31,786-0,RXF 393,ACHN
OCCCc1n(Cc2ccc3ccccc3c2)c2ccccc2[n+]1Cc1ccc2ccccc2c1,8.7*,38,-42*,62,76,36,15,82
O=C(CNNC(=O)c1ccncc1)Nc1ccc(S(=O)(=O)c2ccc(NC(=O)CNNC(=O)c3ccncc3)cc2)cc1,97,97,89,nt,77,101,115,105
CCCCCC[C@H](C/C=C\CCCCCCCC(=O)OC)OC(C)=O,99&105,90&98,114,98&103,89&75,108&92,108&103,99&95
Nc1nc(-c2cc3c(cc2Cl)NC(=O)/C3=C/c2ccc(O)cc2)cs1,82,123,71,98,58,98,92,nt
O=C(O)C1CC1(Cl)Cl (centres undefined),102,98,104,110,91,102,nt,103
O=CNc1c(Cl)cc2c(c1Cl)Cc1cc([N+](=O)[O-])ccc1-2,81,90,39,68,72,109,97,69
O=C1N=C(N2CCOCC2)S/C1=C\c1cn(-c2ccccc2)nc1-c1ccccc1,92,57,80,83,44,26,52,59
CCCc1ccncc1,96,108,99,110,nt,nt,109,108
Cc1cc(CSc2ccccc2C(=O)NCCNc2ccc(C(F)(F)F)cc2[N+](=O)[O-])on1,92,76,73,75,53,85,88,78
Nc1ccc(Nc2ccccc2)c(S(=O)(=O)O)c1,98&89,93&102,97,86&100,92&94,104&104,121,112&105
NC(=S)NNC(=O)c1cccnc1,96,87,96,85,89,105,115,97
COc1ccc(OCC(O)CN2CCN(c3ccc(C)cc3)CC2)cc1 (centres undefined),100,106,100,109,78,107,108,94
COc1ccc(-c2nn(-c3ccccc3)cc2/C=C/C(=O)O)cc1,83,102,95,89,57,106,94,86
CCCCCCCc1nc(C#N)c(NCc2ccncc2)o1,101,90,94,102,72,90,111,103
NC(=S)N1N=C(c2ccc(Cl)cc2)CC1c1cc2ccccc2[nH]c1=O (centres undefined),104,109,101,104,83,98,123,107
N#CCSc1nc2ccccc2c(=O)n1CCc1ccc(S(N)(=O)=O)cc1,104,87,102,107,72,104,103,101
CC(C)OC(=O)Nc1cc(F)c(F)cc1F,102,96,95,100,86,107,104,101
COc1cc(C2NC(=O)NC(C)=C2C(=O)OC(C)C)ccc1OCc1ccccc1 (centres undefined),84,82,93,81,64,90,78,88
COc1cc2c(cc1OC)N(CCO)C1=C(C(=O)OC1)C2c1ccccc1 (centres undefined),107,86,117,105,101,90,112,101
O=C(NO)c1ccc(CNc2nc(-c3ccccc3)c3ccccc3n2)cc1,-0.4*,-17*,-46*,-39*,-19*,11,nt,-74*
O=C1c2ccccc2C(=O)c2cc(Cn3cc[n+](Cc4ccc5c(c4)C(=O)c4ccccc4C5=O)c3)ccc21,103,137,90,98,84,65,105,108
CC(=O)Nc1ccc(NC(=O)c2ccc3noc(-c4ccccc4)c3c2)cc1,93,105,101,95,93,95,101,97
CC1=C(C)C(=O)C(N2CCCCCC2)=CC1=O,110,126,113,100,78,105,110,104
COc1cccc(/C=C2\CCc3ccccc3C2=O)c1,85,94,81,86,73,81,90,96
CN(C)CCC(=O)C1CCCS1 (centres undefined),103,96,99,107,92,104,115,nt
O=C(NCc1ccncc1)Nc1ccc(Cc2ccc(NC(=O)NCc3ccncc3)cc2)cc1,94,95,98,102,84,106,103,92
c1ccc(CNc2nc(NCc3ccccn3)c3ccccc3n2)nc1,92,90,110,98,93,103,116,105
CCn1cc(C(=O)O)c(=O)c2cc(F)c(N3CCN(C(=O)CCO[N+](=O)[O-])CC3)cc21,115,102,108,100,94,95,113,104
Cn1c(/C=C/[N+](=O)[O-])cc2ccccc21,44,58,0.6*,82,-57*,76,-97*,-30*
Cc1cccc(NC(=S)N(CCC#N)C2CCCCC2)c1,95,146,123,104,103,104,133,99
CCCCCCCCCCCCCCCCCC1=Nc2cc(C)c(C)cc2NC(=O)C1,109,105,97,98,77,95,99,96
CCCCNC(=O)c1ccc([N+](=O)[O-])cc1,97,106,114,98,88,102,105,98
Cc1ccc(Nc2nc3c(s2)C2=CC[C@H]4[C@@H]5CC[C@H]([C@H](C)CCCC(C)C)[C@@]5(C)CC[C@@H]4[C@@]2(C)CC3)c(C)c1,99,96,97,99,93,101,114,101
O=S(=O)(c1ccccc1)N1CCCCCCC1,103,97,88,98,68,95,110,102
COc1ccc(C2Nc3nc(SC)nc(N)c3N=C3c4ccccc4CCC32)cc1 (centres undefined),109,158,55,97,73,94,122,103
CCOC(=O)c1ccc(NC(=S)NC(=O)c2ccc(NC(C)=O)cc2)cc1,90,115,97,102,73,102,108,93
N#Cc1c(-c2ccc(Cl)cc2)n(O)c2ccccc12,16,67,4.2*,13,11,8.2*,9.9*,35
COc1cc(-c2ccc3ncnc(NCc4ccccc4)c3c2)cnc1OC,27,-12*,-32*,43,18,45,-18*,20
CC1=CCC(OC(=O)C(C)(C)CC(O)(C(C)O)C(O)C2(C)C=CC(Cc3ccc(C(C)C)cc3)(C(C)C)CC2)(C(C)C)CC1 (centres undefined),105,86,96,107,81,100,98,102
Cc1cc(C)c(C#N)c(NN)n1,98,114,108,97,93,105,103,94
CCN1C(=O)N(CC)C2Nn3c(s/c(=C4\C(=O)N(CCC(C)C)c5ccccc54)c3=O)=NC21 (centres undefined),89,38,64,99,54,57,84,68
Cc1ccc2c(c1)C(=O)/C(=C/c1cccc(F)c1)S2,101,123,98,99,88,103,97,102
COc1ccc(-c2c(C(N)=O)c(N)n(Cc3nc4ccccc4[nH]3)c(=O)c2C#N)c(OC)c1,101,150,72,91,68,103,117,96
O=C(O)c1ccc(NC(=O)N2CCN(C(=O)Nc3ccc(C(=O)O)c(O)c3)CC2)cc1O,110,92,102,95,93,94,115,115
CC(C)CCOCC(O)CNCCN (centres undefined),97,91,110,97,nt,106,102,103
CC(=O)c1ccc(NC(=O)CSc2nnc(-c3ccc4nc(-c5ccccc5)[nH]c4c3)o2)cc1,90,120,96,112,93,103,117,96
COc1ccc(Cc2nnc(SCC(=O)c3ccc(Cl)cc3)n2Cc2ccccc2)cc1,101,100,101,83,65,97,84,112
CC(C)(C)NC(=S)Nc1ncccc1OCc1cccc(F)c1,85,109,95,100,90,94,102,92
NC1=NC2(CCCCC2)N(c2ccc(S(=O)(=O)Nc3ccccn3)cc2)C(N)=N1,100,97,102,121,89,104,105,103
NCCOCC(N)C(=O)O (centres undefined),102,99,76,115,95,106,102,99
CC(C)C[C@@H]1NC(=O)[C@H](Cc2ccccc2)NC(=O)[C@@H]2CCCN2C(=O)[C@H]([C@@H](C)O)NC(=O)[C@@H]2CCCN2C(=O)[C@H](Cc2ccc(O)cc2)NC(=O)[C@@H]2CCCN2C(=O)[C@H](Cc2ccccc2)NC(=O)[C@@H]2CCCN2C(=O)[C@H](CC(C)C)NC1=O,105,143,130,101,114,108,113,101
Nc1nc2ccc(Cl)cc2o1,89,93,nt,104,nt,97,113,99
Cc1cc(O)c(C2=NN(c3ccc(S(N)(=O)=O)cc3)C(/C=C/c3ccccc3)C2)cc1Cl (centres undefined),66,68,16,17,78,7.7*,30,33
CC(=O)Nc1nc(C)c(-c2csc(Nc3ccccc3)n2)s1,24,31,-9.7*,15,11,26,6.0*,17
Cc1nc2ccc(-c3cc(C(F)(F)F)cc(C(F)(F)F)c3)cc2c(=O)n1-c1ccccc1,83,95,108,99,62,73,71,96
CCOC(=O)c1c(C)nc2c(c1N)CC(=O)N2Cc1ccccc1,107,87,103,98,82,102,114,98
CCCCNc1nc(N)ncc1[N+](=O)[O-],100,107,103,111,89,97,nt,95
Cc1cc2cc3c(C)cc(=O)oc3c(C)c2o1,101&95,92&84,108&60,112&98,105&89,89&86,102&88,88&31
CS(=O)(=O)c1ccc(-n2nc(C(=O)N3CCC(Cc4ccccc4)CC3)cc2-c2ccccc2)cc1,85,114,107,102,58,89,102,90
O=C(Nc1ccccc1O)Nc1ccccc1O,100,83,106,103,91,98,102,101

# Some of these compounds in order of number of heavy atoms, falling:
SMILES,SN12C,TK-10,IGROV1,SK-OV-3,UO-31,786-0,RXF 393,ACHN
CC(C)C[C@@H]1NC(=O)[C@H](Cc2ccccc2)NC(=O)[C@@H]2CCCN2C(=O)[C@H]([C@@H](C)O)NC(=O)[C@@H]2CCCN2C(=O)[C@H](Cc2ccc(O)cc2)NC(=O)[C@@H]2CCCN2C(=O)[C@H](Cc2ccccc2)NC(=O)[C@@H]2CCCN2C(=O)[C@H](CC(C)C)NC1=O,105,143,130,101,114,108,113,101
OCCCc1n(Cc2ccc3ccccc3c2)c2ccccc2[n+]1Cc1ccc2ccccc2c1,8.7*,38,-42*,62,76,36,15,82
Cc1nc2ccc(-c3cc(C(F)(F)F)cc(C(F)(F)F)c3)cc2c(=O)n1-c1ccccc1,83,95,108,99,62,73,71,96
NC1=NC2(CCCCC2)N(c2ccc(S(=O)(=O)Nc3ccccn3)cc2)C(N)=N1,100,97,102,121,89,104,105,103
N#CCSc1nc2ccccc2c(=O)n1CCc1ccc(S(N)(=O)=O)cc1,104,87,102,107,72,104,103,101
CC(=O)Nc1nc(C)c(-c2csc(Nc3ccccc3)n2)s1,24,31,-9.7*,15,11,26,6.0*,17
CCCc1ccncc1,96,108,99,110,nt,nt,109,108

# Reformatted: 2 of the compounds above
NCCOCC(N)C(=O)O (centres undefined)
- SN12C = 102
- TK-10 = 99
- IGROV1 = 76
- SK-OV-3 = 115
- UO-31 = 95
- 786-0 = 106
- RXF 393 = 102
- ACHN = 99

Nc1nc2ccc(Cl)cc2o1
- SN12C = 89
- TK-10 = 93
- IGROV1 = nt
- SK-OV-3 = 104
- UO-31 = nt
- 786-0 = 97
- RXF 393 = 113
- ACHN = 99

# (further entries)
SMILES,SN12C,TK-10,IGROV1,SK-OV-3,UO-31,786-0,RXF 393,ACHN
c1ccc(-c2ccc(-c3nc4cnccn4c3NCCN3CCOCC3)cc2)cc1,96,109,91,80,70,95,100,94
COc1ccc(C(=O)Nc2cccc(-c3cc(=O)c4c(OC)c(OC)c(OC)cc4o3)c2)cc1,50,77,54,108,26,55,54,47
CCCCSc1nc(C(=O)O)cc(=O)[nH]1,103,121,96,103,86,96,84,106
NC(=O)c1cc(O)cc(O)c1,98,105,110,108,80,107,115,113
Nc1nc(N)c(NC(=O)CNc2ccc(C(=O)O)cc2)c(N)n1,97,108,118,107,94,107,96,115
O=C(Nc1ccc(Cl)c(Cl)c1)Nc1ccc([N+](=O)[O-])cn1,103,147,92,119,99,96,137,105
CCCCCCCCCC1OC(C)CC(C)O1 (centres undefined),107,97,112,113,100,104,108,107
COc1ccc(OC)c(/C=N/NC(=O)Cn2c(C(C)C)nc3ccccc32)c1,94,104,110,91,81,98,100,103
COc1ccc(-c2cnnn2-c2nonc2-n2cccc2)cc1,44,64,29,-4.8*,44,37,-18*,48
Cc1cccc(-n2c(C)nc3ccc(N4CCCNC4=O)cc3c2=O)c1,98,104,111,114,89,102,116,111
Clc1ccc(/C=N/N=c2\scc(-c3ccc(Br)cc3)n2/N=C/c2ccc(Cl)cc2)cc1,105,75,100,62,99,75,75,105
CCN(CC)CCOc1ccc(/C=N/Nc2nc3c([nH]2)c(=O)n(C)c(=O)n3C)cc1,97&99,101&94,91&110,107&106,80&81,107&92,122&114,95&102
CC(CO)(CO)c1ccccc1,98,108,107,102,91,98,102,113
CCOC(=O)c1ccc(NC(=O)NC2=NCCS2)cc1,45,97,21,12,36,34,-15*,79
COc1ccc2cc1Oc1cc3c(cc1OC)CC[N+](C)(C)C3Cc1ccc(cc1)Oc1c(OC)c(OC)cc3c1C(C2)[N+](C)(C)CC3 (centres undefined),105,115,nt,113,88,110,115,99
CS(=O)(=O)c1ccc(-c2cnc(N)c(-c3ccc(C(F)(F)F)nc3)n2)cc1,109,124,104,120,91,nt,123,111

# Full records, quoted from the list. Screens in order: SN12C, TK-10, IGROV1, SK-OV-3, UO-31, 786-0, RXF 393, ACHN
# `c1ccc(CNc2nc(NCc3ccccn3)c3ccccc3n2)nc1` across the screens: 92, 90, 110, 98, 93, 103, 116, 105
# `OCCCc1n(Cc2ccc3ccccc3c2)c2ccccc2[n+]1Cc1ccc2ccccc2c1` across the screens: 8.7*, 38, -42*, 62, 76, 36, 15, 82
# `CCCc1ccncc1` across the screens: 96, 108, 99, 110, nt, nt, 109, 108
